# Screening results deposited in PubChem BioAssay by National Center for Advancing Translational Sciences (NCATS).
# Pf Dd2 growth = Plasmodium falciparum Dd2 growth inhibition. P. falciparum Dd2 growth, SYBR Green, 72 h. AID 1347417. actives 4.3% (n = 120,000). Potency, µM (highest dose often 28.9 µM), without a hit: at the top dose activity, negative = inhibition, actives largely listed as inhibitors; active = well fitted inhibition curve with a large enough effect; inconclusive = small, poorly fitted or top-dose-only effect; inactive = no such curve, though single readings can be large or run the other way;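 also: plate controls were DMSO vehicle for no effect and reference drug for full effect; nearly all actives have a fitted effect of over 65% in size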
#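 Infected erythrocytes (Dd2, 0.3% parasitemia, 2.5% hematocrit final) are added to compound in RPMI-1640/Albumax II medium, grown 72 h at 37C in low oxygen, then lysed with saponin/Triton-X containing SYBR Green and read by fluorescence.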
# Starred values were filed as active, the others as inactive; i = inactive; ? = inconclusive; [ ] = remark or other dose. Potency is read from the fitted curve at half-maximal effect.
structure,Pf Dd2 growth
Cc1ccc(C(=O)N(C)CC2CCOCC2)cc1,1%
COCCc1noc(C2Cc3ccccc3N2C(=O)Nc2ccc3c(c2)OCCO3)n1 (stereo unspecified),i[5.79 µM]
Cc1ccc2c(c1)c(=O)c(C(=O)c1ccc3c(c1)OCO3)cn2Cc1ccc(Cl)cc1,13µM*
COc1cc(C2c3c(oc4ccccc4c3=O)C(=O)N2c2ccccn2)cc(OC)c1OC (stereo unspecified),53%[activator]
COCCNC(=O)[C@H]1C[C@H](Oc2ccccc2)CN1C(=O)C(C)C,15%
Cn1c(=O)c2sccc2n2c(CCCC(=O)Nc3ccc(F)cc3F)nnc12,-16%
Fc1ccc(N2CCN(c3ncnc4onc(-c5ccc(Cl)cc5)c34)CC2)cc1,i
Cn1cccc1C(=O)N1C[C@@H](NC(=O)NC2CCCCC2)C[C@H]1C(=O)N[C@H](Cc1c[nH]c2ccccc12)C(N)=O,i
COCCCn1c(=O)c2sccc2n2c(CCCC(=O)Nc3ccc(F)c(F)c3)nnc12,-29%
CNC(=O)N1CCC(C2CCN(C(=O)c3ccc(F)cc3Cl)C2)CC1 (stereo unspecified),4%
COc1cccc(C(=O)NC2CCN(c3nnc4ccccn34)CC2)c1,i
O=C1NCc2ccccc2CC12CCCCN2Cc1cccc(F)c1F (stereo unspecified),?
COc1cc(NC(=O)C2=NO[C@@H]3CN(Cc4ccc(F)cc4)C[C@H]23)ccc1F,9%[44.1 µM]
O=C(Nc1ccc(F)cc1)N1CC(c2nnc(-c3ccncc3)o2)C2(CCOCC2)C1 (stereo unspecified),-9%
CC(C)(C)c1nc(C(=O)N2CCN(c3ncccn3)CC2)n2ccncc12,5µM*
CCn1cc(/C=C(\NC(=O)c2ccc(OC)cc2)C(=O)NCCCn2ccnc2)c2ccccc21,-11%
CCOc1ccccc1NC(=O)N1CCC(Oc2ncccc2C(=O)N2CCOCC2)C1 (stereo unspecified),5%
Cc1ccc(Cn2cc(-c3ccncc3)cc2C(=O)O)cc1,i
COc1ccc(-n2nc3n(c2=O)CCN(Cc2ccsc2)C3)cc1,?
O=C(NCc1ccncc1)c1coc(CN2CCN(C/C=C/c3ccccc3)CC2)n1,i

# Following part:
structure,Pf Dd2 growth
O=C(Cc1ccc(O)cc1)N1Cc2ccccc2CC2(CCN(Cc3ccncc3)C2)C1 (stereo unspecified),7.9µM*
O=C(NCCc1csc(-c2cccnc2)n1)C1NCCc2[nH]cnc21 (stereo unspecified),-14%
O=C(c1ccccc1Cl)N1CCC(N2CCCNC2=O)CC1,10%[44.1 µM]
Cc1ccc(N2CC(NC(=O)C3CCCCC3)CC2=O)cc1C (stereo unspecified),10%
COCc1nc(C2CCCN(C(=O)c3ccco3)C2)no1 (stereo unspecified),43%[activator]
COc1ccc(C(=O)N2CCCC(n3cc(-c4nc(C(C)C)no4)nn3)C2)cc1F (stereo unspecified),-23%
COc1ccc(NC(=O)[C@@H]2C[C@@H](c3cccc(C(F)(F)F)c3)N(C)C2)cc1OC,i
COc1ccc(C(CC(=O)N(C)Cc2cc(C3CC3)n[nH]2)c2ccccc2)cc1 (stereo unspecified),-24%
CCc1cccc(C)c1NC(=O)CN1C(=O)C2(SCC(=O)N2c2cccc(F)c2)c2ccccc21 (stereo unspecified),?
Cc1cc(-n2c(/C=C/c3ccc(Br)s3)nc3ccccc3c2=O)ccc1Br,i
Cc1cccc(-n2cnc3cc(C(=O)NC4CCCCCC4)ccc32)c1,?
Cc1ccccc1C(=O)N1CCC2(CC1)N(c1ccccc1)C(=O)CS2(=O)=O,?
Cc1ccc(C)c(NC(=O)CCOc2ccccc2)c1,31%[activator]
Cc1ccc(CSc2nc3cccnc3n2Cc2ccc(C(=O)NCc3cccs3)cc2)cc1,?
Cc1ccc(Cl)cc1N1CCN(C(=O)c2noc3c2CCCC3)CC1,-18%
CNC(=O)N1CCC2(CC1)CN(C(C)=O)CC2COC (stereo unspecified),10%
COc1ccc(C(=O)N2CCc3ccc(C(=O)NCc4cccc(C)c4)cc32)cc1,?
COc1cccc(NC(=O)Cn2c(=O)n(-c3ccc(Cl)cc3)c(=O)c3sc4ccccc4c32)c1,11µM*
COc1ccc(CNC(=O)c2ccc3c(c2)N(C)C2CCCCN2C3=O)c(OC)c1 (stereo unspecified),i
CCOCCn1c(=O)n(Cc2noc(C(C)(C)C)n2)c2cc(C(=O)O)cnc21,2%

# In the list so far, 2 have a COOH group:
structure,Pf Dd2 growth
Cc1ccc(Cn2cc(-c3ccncc3)cc2C(=O)O)cc1,i
CCOCCn1c(=O)n(Cc2noc(C(C)(C)C)n2)c2cc(C(=O)O)cnc21,2%

# Next part:
structure,Pf Dd2 growth
c1cnc(-c2n[nH]c(C3CCCCN3)n2)cn1 (stereo unspecified),-2%
Cc1ccc2c(C)c(C(=O)N3CCCn4cncc4C3)oc2c1,-21%
CN(C)C[C@H]1C[C@H](CO)CN(C(=O)c2cccc(CCC(C)(C)O)c2)C1,-4%
CC(C)CNC(=O)N1C[C@@H](Oc2cccnc2)C[C@H]1C(=O)N1CCOCC1,4%
CCOC(=O)c1ccc(NC(=O)c2c(NCc3cccs3)sc3c2CCCC3)cc1,10µM*
CSc1ccc(Cn2nnc(C(=O)Nc3ccc(C)cc3Cl)c2N)cc1,2%
CCOc1ccc(S(=O)(=O)NCCc2sc(-c3ccc(C)cc3)nc2C)cc1,1%
O=C1CC2(CCN(C(=O)c3cnn4ccccc34)CC2)CN1Cc1ccccc1,-12%
Cc1ccc(-c2nc3ncccc3o2)cc1NC(=O)c1ccccc1Br,-12%
CCOc1cc(C(=O)Nc2cc3c(cc2N2CCOCC2)n(C)c(=O)n3C)cc(OCC)c1OCC,?
COCCC(=O)N1Cc2c(ncn2Cc2ccccc2)C[C@H]1C(=O)OC,5%[44.1 µM]
O=c1c2cnn(-c3ccc(F)cc3)c2ncn1Cc1ccc(F)cc1,-5%
CCCCSCCCNC(=O)C1CCC(CNS(=O)(=O)c2c(C)cc(C)cc2C)CC1 (stereo unspecified),i
COc1ccc(CN(C)Cc2csc(C)n2)cc1CN1CCCC1,?
O=[S+]([O-])(c1cccnc1)c1nnn2c1nc(NCc1ccncc1)c1ccccc12,-9%
O=C(C[C@@H]1CCNC[C@@H]1Cc1cc(CSc2ccccc2)on1)NCc1cccs1,i
CNC(=O)N1CCC(C2CCN(C(=O)c3cnccc3C)C2)CC1 (stereo unspecified),8%
CCn1cc(C(=O)N(C)Cc2ccccc2)c(=O)c2cc(S(=O)(=O)N3CCCCCC3)ccc21,?
N#Cc1cccnc1N1CCN(Cc2ccccc2F)C(CCO)C1 (stereo unspecified),?
O=C(CCC1CCCCC1)NC1CCN(c2ccc(=O)n(CC3CC3)n2)CC1,i

# Among those listed so far, these have bromine:
structure,Pf Dd2 growth
Cc1cc(-n2c(/C=C/c3ccc(Br)s3)nc3ccccc3c2=O)ccc1Br,i
Cc1ccc(-c2nc3ncccc3o2)cc1NC(=O)c1ccccc1Br,-12%

# (continued)
structure,Pf Dd2 growth
O=C(C1CC(=O)N(c2n[nH]c3cccc(F)c23)C1)N1CCC(Cc2ccccc2)CC1 (stereo unspecified),-21%
COc1ccc(-c2nc3ccc(NS(=O)(=O)c4ccc(Cl)cc4)cc3o2)cc1,21%
COc1cccc(CNC(=O)N(C)C2CCc3nn(CC4CC4)c(=O)n3CC2)c1 (stereo unspecified),-9%
CN1CCC(OC2CCN(C(=O)CC3CCCC3)CC2)CC1,38%[activator]
Cc1ccc(C)c(NC(=O)CN2C(=O)C(C)(C)c3ccccc32)c1,10%
COCc1nc(-c2cccc(NC(=O)CC[C@H]3NC(=O)c4ccccc4NC3=O)c2)n[nH]1,-15%
COCCNC(=O)CC1=C2CCCCC2NC1=O (stereo unspecified),-3%
Cc1ccc(NC(=O)CCC2CCN(C(=O)c3ccccc3)CC2)cc1F,i
Cc1ccc(C(=O)Nc2cc3c(cc2C)n(C)c(=O)c(=O)n3C)cc1,146%[activator][5.79 µM]
CCN1CCN(c2ccc3nnc(C(C)C)n3n2)CC1,-10%
CCOc1ccccc1CNC(=O)C(C)C1CCOCC1 (stereo unspecified),35%
O=C(NCc1ccccc1Cl)C1CCC(CNS(=O)(=O)c2ccc(Cl)cc2)CC1 (stereo unspecified),i
CN(C)c1nc(-c2ccccc2)nc2c1CCN(C(=O)C1CC13CCC3)C2 (stereo unspecified),?
CO[C@@]1(C)C[C@@H](O)C12CCN(C(=O)C1(c3ccccc3F)CC1)CC2,2%
CC(C)NC(=O)N1CC2ON=C(C(=O)N3CCN(c4ncccn4)CC3)C2C1 (stereo unspecified),6%
COc1ccc(-c2[nH]nc3ncc(C(=O)NCCc4ccccc4)nc23)c(C)c1,-24%[44.1 µM]
O=C([C@H]1C[C@H](Oc2cccnc2)CN1C(=O)c1nccc2ccccc12)N1CCOCC1,-6%
Cc1ccc(OCCSc2nc3ccccc3n2CCC(=O)O)cc1,31%[activator]
Cc1cnc(C2CC2)n1C1CCCN(C(=O)C(C)C)C1 (stereo unspecified),-4%
CN1CCCCCCN(C(=O)Nc2ccc3c(c2)OCCO3)CCC1=O,i

# Additional records follow.
Compound | Pf Dd2 growth
C=Cc1ccc(Cn2c(C(=O)O)c(CNCc3ccccc3)c3ccc(OC)cc32)cc1 | 11µM*
CCOc1ccc(NC(=O)CSC2=Nc3ccccc3C3=NC(CCC(=O)NCc4ccccc4)C(=O)N23)cc1 (stereo unspecified) | i
Cc1ccc(-c2cc(N3CCCN(C(=O)c4ccccn4)CC3)n[nH]2)cc1C | i
COc1ccc(-c2nc(S(=O)(=O)c3ccc(C)cc3)c(N3CCCCC3)o2)cc1 | -24%
O=C(Cc1cccc(Cl)c1)N1CCCC(c2nn(-c3cccc(Cl)c3)c(=O)[nH]2)C1 (stereo unspecified) | 10µM*
O=C(CC1CCOC2(CCN(C3CCN(Cc4ccccc4)CC3)CC2)C1)N1CCCC1 (stereo unspecified) | ?
COc1cccc(CN2CCC3(CCCO3)CCC2=O)c1 (stereo unspecified) | -8%
CN1C(=O)C2(CCN(Cc3cccc4ccccc34)C2)c2ccccc21 (stereo unspecified) | 13µM*
Cc1ccccc1C(=O)N1CCC2(CC1)C(=O)NCN2Cc1ccc(Cl)cc1 | -13%
COc1ccc(NC(=O)NC[C@H]2C[C@@H]3CCN2C[C@@H]3c2cc(-c3ccc(OC)c(OC)c3)nn2C)cc1 | ?
Cc1cc(CNC(=O)c2cc(-c3ccccc3C)cc3c2OCCN3C)no1 | ?
CC1(C(=O)Nc2ccccc2F)COCc2cnc(Nc3ccccc3)nc21 (stereo unspecified) | -20%[44.1 µM]
C=CCNC(=O)[C@@H]1Cc2cn(Cc3nccn3C)c3cccc(c23)[C@H](CC(C)C)N1 | ?
CCc1noc(-c2cccn3c(CNC(=O)c4cc(Cl)ccc4F)nnc23)n1 | ?
O=C(NCC1CCCCC1)C1(CCO)CCN(c2ncccn2)C1 (stereo unspecified) | 9%

# Next section.
Compound | Pf Dd2 growth
CCCN1CCc2[nH]cnc2C12CCN(C(=O)Cc1ccc3c(c1)OCO3)CC2 | -19%
CCCNC(=O)N(CCC)CC1CCOC1 (stereo unspecified) | -5%[5.79 µM]
CCOC(=O)c1[nH]c2c(c1Cc1ccccc1)C(=O)CC(c1ccc(OC)cc1)C2 (stereo unspecified) | 11µM*
O=C(NCCC1=CCCCC1)c1ccc(Cn2ccn3nc4c(c3c2=O)CCCC4)cc1 | ?
O=C1[C@@H]2C[C@@H](O)CN2C2(CN(Cc3cccc(OC(F)(F)F)c3)C2)C(=O)N1Cc1ccccc1F | i
Cc1nc(CCNS(=O)(=O)c2c(C)noc2C)no1 | 54%[activator]
O=C(N[C@@H]1CNCCC[C@H]1O)c1ccc(OCc2ccccc2)cc1 | i
COc1ccc(-c2cc(C(F)(F)F)nc(SCC(=O)NCc3ccc(F)cc3)n2)cc1 | ?
Cc1ccccc1CN1C(=O)c2ccccc2S(=O)c2ccc(C(=O)N3CCOCC3)cc21 (stereo unspecified) | i
O=C(NCC1CC1)c1cccc(OC2CN(C3CCOCC3)C2)c1 | i
Cc1ccc(CCNC(=O)c2cn(C)c3ccc(S(=O)(=O)N4CCCCC4)cc3c2=O)cc1 | i
O=C1N(C2CCOCC2)C[C@H]2CN(Cc3ccc(C(F)(F)F)cc3)CCN12 | 18%[44.1 µM]
CC(=O)NC[C@H]1O[C@@H](Cc2nc(-c3ccc(OC(F)(F)F)cc3)no2)[C@H](O)[C@@H]1O | -20%[44.1 µM]
COc1cc(OC)c(NS(=O)(=O)c2cc3c(cc2C)NC(=O)CO3)cc1Cl | -25%
CCCN1CCC2(CCN(C(=O)c3ccc(OC)cc3)CC2)Oc2ccccc21 | ?
Cc1ccc(N2CCC(NS(=O)(=O)c3cn(C)c(C)n3)C2=O)cc1C (stereo unspecified) | -7%
COC[C@@H]1CN(C(=O)c2cccc(F)c2)C[C@H]1C(N)=O | 27%
COCCOC1CN(C2CCN(S(=O)(=O)c3ccccc3)CC2)C12CCCCC2 (stereo unspecified) | i

# Exported as labelled records: part of the list above.
Compound: CC(=O)NC[C@H]1O[C@@H](Cc2nc(-c3ccc(OC(F)(F)F)cc3)no2)[C@H](O)[C@@H]1O
  Pf Dd2 growth = -20%[44.1 µM]

Compound: CCCN1CCc2[nH]cnc2C12CCN(C(=O)Cc1ccc3c(c1)OCO3)CC2
  Pf Dd2 growth = -19%

Compound: O=C(NCCC1=CCCCC1)c1ccc(Cn2ccn3nc4c(c3c2=O)CCCC4)cc1
  Pf Dd2 growth = ?

Compound: O=C1[C@@H]2C[C@@H](O)CN2C2(CN(Cc3cccc(OC(F)(F)F)c3)C2)C(=O)N1Cc1ccccc1F
  Pf Dd2 growth = i

# These rows are one share of the data; rates above refer to the full screens.
